H69AR inhibit – proliferation blockers of H69AR lung cancer cells, primary screen, cell-based, human, 86K library | H69AR lung tumor viability, ATP luminescence, 72 h; active compounds read low | viability, % at 10 µM | 85,000 tested, 6% active | AID 598, 2007;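 active means viability at or below 40%; inactive means viability above 40%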;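 further: multidrug resistant small cell line overexpressing MRP-1 efflux transporter; 100% = mean luminescence of untreated control wells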
Mac1 fbg inh – inhibitors of CD11b/CD18 adhesion to fibrinogen, primary screen, K562 cells, luminescence. inhibition, % at 10 µM. 93,000 tested, 0.54% active. ATPlite luminescence; Mn2+ added to activate the integrin. Integrin beta-2 (Homo sapiens) + Integrin alpha-M (Homo sapiens), P05107+P11215;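 active means primary inhibition of 50% or more at 10 µM, then 40% or more on retest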; further: some results filed as inactive read as strong as hits
ERa SRC1 pot – enhancers of ERα–SRC-1 coactivator binding, primary screen, biochemical, TR-FRET, ERα LBD, low estradiol. Estrogen receptor (Homo sapiens), P03372. TR-FRET ERalpha-LBD/SRC-Cy5 coactivator binding, 2 h; 100 = basal binding, no effect. coactivator binding (% of control), % at 25.6 µM. 86,000 tested, 1.3% active. AID 639, 2007; in the data active means activity above about 200%;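 further: binding measured in presence of low estradiol as agonist stimulus; 0% = peptide alone without receptor and 100% = receptor with peptide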
Target sequence (P03372 whole entry, looked up, the tested form may be a part): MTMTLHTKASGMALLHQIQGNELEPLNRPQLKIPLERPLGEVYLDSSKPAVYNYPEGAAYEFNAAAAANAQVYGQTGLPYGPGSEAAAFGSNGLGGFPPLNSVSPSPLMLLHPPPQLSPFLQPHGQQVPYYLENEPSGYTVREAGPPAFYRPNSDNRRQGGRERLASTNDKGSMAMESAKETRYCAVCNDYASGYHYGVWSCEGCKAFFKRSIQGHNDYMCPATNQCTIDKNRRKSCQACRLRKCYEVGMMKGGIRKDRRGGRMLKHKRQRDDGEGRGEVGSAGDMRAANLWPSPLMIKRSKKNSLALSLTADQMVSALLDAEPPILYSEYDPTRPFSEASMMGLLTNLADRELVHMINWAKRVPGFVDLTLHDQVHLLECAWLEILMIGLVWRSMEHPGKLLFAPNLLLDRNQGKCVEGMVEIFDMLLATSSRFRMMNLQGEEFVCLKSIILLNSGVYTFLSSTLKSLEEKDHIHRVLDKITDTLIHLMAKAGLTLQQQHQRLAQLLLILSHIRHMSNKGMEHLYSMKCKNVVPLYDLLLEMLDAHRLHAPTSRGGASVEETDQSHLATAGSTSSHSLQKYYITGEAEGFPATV
Mac1 fbg enh – enhancers of CD11b/CD18 adhesion to fibrinogen, primary screen, K562 cells, luminescence; activation, % at 10 µM; Integrin beta-2 (Homo sapiens) + Integrin alpha-M (Homo sapiens), P05107+P11215; 93,000 tested, 0.07% active; ATPlite luminescence; AID 1499, 2009;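 active means 10 µM primary screen giving 50% or more activity, confirmed by 40% or more on retest at that dose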; further: strong numbers were not always called active
Lung fibro prol – antiproliferative effect on LL 47 fibroblasts – human, LL 47 cells, CellTiter-Glo luminescence, primary screen | LL 47 human lung fibroblast viability, ATP luminescence; active compounds read low | viability, % at 10 µM | 85,000 tested, 1.1% active;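 active means viability at or below 50% in the single dose screen; inactive means viability above 50%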;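 further: compound exposure lasted 72 h before the ATP readout; 100% = median luminescence of untreated cell-only wells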
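Times – overnight cell rest, 72 h compound treatment at 37 °C · Test system – human lung fibroblast line LL 47, low passage · Amount – 1,150 cells in each well · Controls – cell-only wells, no compound · Doses – 0.1% DMSO in all compound wells · Measured by – CellTiter-Glo luminescence · Buffer or medium – IMEM plus 15% FBS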
HUVEC inhibit – inhibitors of HUVEC proliferation, primary screen, cell-based, 384-well. CellTiter-Glo luminescence, 72 h; active compounds read low. viability, % at 10 µM (by protocol). 86,000 tested, 1.1% active;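 active means viability at or below 30%; inactive means viability above 30%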;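 further: 100% = median luminescence of DMSO-only cell control wells on each plate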
CYP2C19 act – human CYP2C19 activators, primary screen, biochemical, luminescence; recombinant CYP2C19, luciferin-H EGE luminescence; active compounds read high; 0 = fully inhibited enzyme, 1 = untreated enzyme; 96,000 tested, under 10 active; activation factor at 5 µM; Cytochrome P450 2C19 (Homo sapiens), P33261;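 active means activation factor of at least 2 at 5 µM in the primary screen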;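 further: 0 = wells with 2.5 mM tranylcypromine and 1 = vehicle-only wells; values of inactives mirror those of a sister screen read the other way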
Target sequence (P33261 whole entry, looked up): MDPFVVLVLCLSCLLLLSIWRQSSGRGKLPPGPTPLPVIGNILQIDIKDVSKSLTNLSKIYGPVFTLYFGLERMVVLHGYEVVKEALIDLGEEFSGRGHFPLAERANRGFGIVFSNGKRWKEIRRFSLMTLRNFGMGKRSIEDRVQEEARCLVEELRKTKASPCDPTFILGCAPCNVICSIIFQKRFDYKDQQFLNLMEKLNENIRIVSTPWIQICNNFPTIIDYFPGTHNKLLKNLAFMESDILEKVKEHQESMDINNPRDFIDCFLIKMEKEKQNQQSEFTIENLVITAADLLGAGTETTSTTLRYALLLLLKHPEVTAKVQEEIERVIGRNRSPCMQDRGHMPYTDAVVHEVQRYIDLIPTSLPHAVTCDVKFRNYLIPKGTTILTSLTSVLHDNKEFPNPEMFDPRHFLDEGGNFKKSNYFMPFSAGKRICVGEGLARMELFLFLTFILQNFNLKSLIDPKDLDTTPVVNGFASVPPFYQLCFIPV
ERa SRC1 inh – ERα–SRC-1 coactivator interaction inhibitors, primary screen, biochemical, TR-FRET, ERα LBD, estradiol-bound; Estrogen receptor (Homo sapiens), P03372; TR-FRET ER-alpha LBD / SRC-1 peptide; inhibition, % at 25.6 µM; 86,000 tested, 1.7% active; AID 629, 2007; in the data active means inhibition above about 50%;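 further: 0% = receptor plus peptide control and 100% = peptide only without receptor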
CYP2C19 inhib – blockers of cytochrome P450 2C19 activity – biochemical, luminescence, ADME assay, primary screen | 96,000 tested, 21% active | inhibition, % at 5 µM | AID 778, 2007 | CYP2C19 Supersomes, luciferin-H EGE luminescence, 30 min;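 active means CYP2C19 inhibition above a set limit at 5 µM in the primary screen, cut at about 50% in these data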;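 further: plate controls were negative control wells for no effect and 2.5 mM tranylcypromine positive control for full effect; values of inactives mirror those of a sister screen read the other way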
The depositor's hits bear a star; / = not tested or not shown; [ ] = remark or other dose.

No. | smiles | H69AR inhibit | Mac1 fbg inh | ERa SRC1 pot | Mac1 fbg enh | Lung fibro prol | HUVEC inhibit | CYP2C19 act | ERa SRC1 inh | CYP2C19 inhib
1 | CC(C)Cn1c(CN2CCN(c3ccccc3F)CC2)nc2c1c(=O)[nH]c(=O)n2C | 85 | / | 124[fluorescence artefact?] | / | 95 | 87 | / | -2 | /
2 | O=C(COC(=O)c1cnccn1)NCCc1ccccc1 | 98 | -14 | 118 | 0 | 97 | 112 | 0.9 | -6 | 10
3 | COc1cc(NC(=O)Cc2ccccc2)cc(OC)c1 | 94 | 17 | 108 | 0 | 93 | 91 | 0.1 | -2 | 94*
4 | CC(C)n1nc(C(=O)OCC(=O)c2c[nH]c3ccccc23)c2ccccc2c1=O | 81 | -50 | 113 | 0 | 96 | 90 | 0.8 | 14 | 18
5 | COc1ccc(N=CC2=C(Nc3ccc(OC)cc3)c3c(C)nn(-c4ccccn4)c3CC2)cc1 | 39* | / | 97[fluorescence artefact?] | / | 71 | 3.0* | / | 25[fluorescence artefact?] | /
6 | O=C(CSc1nnc(-c2ccccc2)n1Cc1ccco1)NCc1ccc2c(c1)OCO2 | 78 | -14 | 98 | -2 | 101 | 92 | 0.9 | -8 | 7
7 | CCOC(=O)C1=C(O)/C(=C/c2ccc(C)o2)SC1=NC(=O)c1ccccc1C | 17* | / | 59[fluorescence artefact?] | / | 58 | 64 | / | 64*[fluorescence artefact?] | /
8 | Cc1nc(NC2=NCN(C3CCCCC3C)CN2)nc2ccccc12 (stereo not drawn) | 84 | 7 | 112 | 6 | 96 | 89 | 0.9 | -4 | 12
9 | O=C(Cc1ccccc1)NCc1nc2ccccc2[nH]1 | 94 | / | 118 | / | 100 | 96 | / | -15 | /
10 | O=c1[nH]cnc2scc(-c3cccs3)c12 | 94 | / | 109 | / | 104 | 94 | / | 3[fluorescence artefact?] | /
11 | CC(=O)OCc1c(F)c(F)c(-n2nc(C)cc2C)c(F)c1F | 102 | 0 | 129 | -2 | 104 | 102 | 1.2 | 1 | -22
12 | O=C1CCCC2=C1C(c1ccncc1)Nc1ccccc1N2 (stereo not drawn) | 97 | 1 | 103 | -2 | 95 | 92 | 0.6 | -6 | 38
13 | CCOc1ccccc1NS(=O)(=O)c1cccc2nsnc12 | 93 | 6 | 99 | 0 | 91 | 73 | 0.1 | -2 | 91*
14 | O=C(Nc1ccccc1)N1CCC(C(=O)N2CCN(S(=O)(=O)c3cccc(F)c3)CC2)CC1 | 84 | 0 | 113 | 0 | 99 | 97 | 1.1 | -5 | -9
15 | O=C(Nc1ccnc(-c2cccnc2)n1)c1ccccc1Cl | / | -7 | / | -4 | / | / | 0.8 | / | 24
16 | Cc1ccc(Cn2nnc3c(=O)n(Cc4cccc(C)c4)cnc32)cc1 | 110 | 4 | 104 | 11 | 101 | 98 | 0.7 | 3[fluorescence artefact?] | 34
17 | CC(NC(=O)COc1ccccc1)C(=O)OCC(=O)c1cc2ccccc2o1 (stereo not drawn) | 92 | -13 | 72[fluorescence artefact?] | -2 | 98 | 97 | 0.9 | 11[fluorescence artefact?] | 11
18 | Cc1nc(N2CCN(C)CC2)c2c(C)c(C(=O)Nc3ccc(C)c(F)c3)sc2n1 | 49 | -2 | 85 | -2 | 43* | 3.7* | 0.8 | -9 | 22
19 | CCOC(=O)N1c2ccccc2C=CC1OCC (stereo not drawn) | 92 | / | 619* | / | 97 | 90 | / | -3 | /
20 | CCCN(Cc1cc2ccc(C)cc2[nH]c1=O)C(=O)c1cccnc1 | 89 | -20 | 96 | 27 | 93 | 87 | 1 | 13 | -5

CYP2C19 inhib, what is marked active above
cpd	Structure	Mac1 fbg inh	ERa SRC1 pot	Mac1 fbg enh	CYP2C19 act	ERa SRC1 inh	CYP2C19 inhib
3	COc1cc(NC(=O)Cc2ccccc2)cc(OC)c1	17	108	0	0.1	-2	94*
13	CCOc1ccccc1NS(=O)(=O)c1cccc2nsnc12	6	99	0	0.1	-2	91*

Carrying on.
No. | smiles | H69AR inhibit | Mac1 fbg inh | ERa SRC1 pot | Mac1 fbg enh | Lung fibro prol | HUVEC inhibit | CYP2C19 act | ERa SRC1 inh | CYP2C19 inhib
21 | COc1ccc(S(=O)(=O)N2CCN(C)CC2)cc1Br | 94 | -16 | 102 | 4 | 93 | 82 | 0.7 | -4 | 28
22 | COc1ccc(-c2nc(C#N)c(N3CCCCCC3)o2)cc1 | 104 | -3 | 106 | 1 | 97 | 109 | 0.9 | -12[fluorescence artefact?] | 10
23 | c1ccc(Oc2cnc3ccccc3n2)cc1 | / | 2 | / | -2 | / | / | 0.7 | / | 30
24 | Cc1cc(C)nc(N2CCC(C(=O)N3CCN(c4cc(Cl)ccc4C)CC3)CC2)n1 | 60 | -8 | 111[fluorescence artefact?] | 2 | 95 | 75 | 0.5 | 9[fluorescence artefact?] | 50
25 | CCOC(=O)CN1C(=O)C(Sc2nnc(-c3ccccc3OC)s2)CCc2ccccc21 (stereo not drawn) | 92 | / | 102 | / | 93 | 95 | / | -2 | /
26 | Cc1cccc(OCc2nnc(N)s2)c1 | 97 | -5 | 106 | -5 | 97 | 85 | 0.7 | 5 | 29
27 | COc1cc(C(=O)NCc2cccc3ccccc23)ccc1OCc1ccccc1 | 67 | -8 | 126 | -1 | 97 | 90 | 0.8 | -6 | 22
28 | CCOc1ccc(N2C(=O)CC(n3ccc(C)n3)C2=O)cc1 (stereo not drawn) | 104 | / | 113 | / | 98 | 100 | / | -1 | /
29 | COc1cc(C(=O)N2CCN(C/C=C/c3ccccc3)CC2)cc(OC)c1C | / | 14 | / | 0 | / | / | 0.3 | / | 69*
30 | Cc1oc(-c2ccccc2Cl)cc1-c1nn2c(-c3ccco3)nnc2s1 | 100 | -4 | 166 | 30 | 90 | 66 | 1 | 58* | 4
31 | Cc1cc(=O)oc2cc(OC(C)C(=O)Nc3nccs3)ccc12 (stereo not drawn) | 103 | -7 | 90 | 1 | 93 | 93 | 0.2 | -8 | 81*
32 | Cc1nc(Sc2nnnn2C)c2c3c(sc2n1)CCC3 | 23* | -2 | 95 | 5 | 33* | 45 | 1 | -10 | 1
33 | CC(Sc1ccccc1)C(=O)Nc1cccc(N(C)S(C)(=O)=O)c1 (stereo not drawn) | 99 | 8 | 111[fluorescence artefact?] | -8 | 102 | 100 | 1 | -7 | 2
34 | CCOc1ccc(NC(=O)N(C2CCCCCC2)C2CCN(C(C)=O)CC2)cc1 | 97 | / | 121 | / | 97 | 95 | 1.1 | -18 | -8
35 | O=C(NC(C(=O)c1ccccc1)N1CCOCC1)c1ccccc1 (stereo not drawn) | / | 25 | / | -4 | / | / | 0.2 | / | 79*
36 | O=C(CC1(O)C(=O)Nc2ccccc21)c1ccccc1O (stereo not drawn) | 80 | -2 | 115 | -1 | 98 | 102 | 0.8 | -5 | 15
37 | CCOC(=O)c1cnc(-n2nc(C)cc2C)nc1Nc1cccc(C(=O)O)c1 | 102 | 18 | 124 | -1 | 91 | 91 | 1.1 | -21 | -10
38 | O=C(c1ccccc1)N1CCC(c2nc3c(nnn3Cc3ccccc3Cl)c(=O)[nH]2)CC1 | 62 | 17 | 110[fluorescence artefact?] | -2 | 87 | 66 | 0.6 | 5[fluorescence artefact?] | 40
39 | COc1ccccc1-n1c(CNC(=O)c2ccco2)nnc1SCC(=O)Nc1cc(C)ccc1C | 89 | / | 101 | / | 104 | 107 | 0.8 | 2[fluorescence artefact?] | 18
40 | O=C1c2ccccc2C(=O)N1CCCP(=O)(O)CCc1ccccc1 | 98 | -6 | 138 | 1 | 102 | 101 | 1.1 | -5 | -7

No. | smiles | H69AR inhibit | Mac1 fbg inh | ERa SRC1 pot | Mac1 fbg enh | Lung fibro prol | HUVEC inhibit | CYP2C19 act | ERa SRC1 inh | CYP2C19 inhib
41 | O=C(CCc1ccccc1)NCc1ccccn1 | 100 | 3 | 119 | -3 | 108 | 96 | 0.9 | -3 | 12
42 | O=C(CC1CCCC1)Nc1ccc2c(c1)CCC2 | 100 | / | 99 | / | 98 | 92 | 0.3 | -4 | 66*
43 | CC1CN(S(=O)(=O)c2cccs2)CC(C)O1 (stereo not drawn) | 97 | 4 | 112 | 3 | 91 | 84 | 0.6 | -4 | 35
44 | Cc1nnc(SCC(=O)Nc2ccc3c(c2)OCCO3)n1CC1CCCO1 (stereo not drawn) | 102 | 3 | 104 | 1 | 106 | 102 | 0.9 | 5 | 10
45 | COc1ccc(CC(=O)N2CCN(C(=O)c3ccco3)CC2)cc1 | 108 | 5 | 102 | -4 | 101 | 106 | 0.9 | 7 | 7
46 | COc1ccc(CCn2c(-c3ccco3)nc3ccccc3c2=O)cc1OC | 39* | -17 | 98[fluorescence artefact?] | 2 | 105 | 68 | 0 | -1 | 95*
47 | CC(CN1CCOCC1)c1ccccc1 (stereo not drawn) | 102 | / | 73 | / | 106 | 97 | 0.7 | 4[fluorescence artefact?] | 26
48 | Cn1c(=O)[nH]c(=O)c2[nH]c(NCCCN3CCOCC3)nc21 | 93 | -46 | 95[fluorescence artefact?] | 5 | 93 | 97 | 1 | -36 | 2
49 | Cc1ccc(Cn2nnnc2CN2CCC(NC(=O)c3ccc(Br)cc3)CC2)cc1 | 77 | / | 103 | / | 103 | 94 | / | -13[fluorescence artefact?] | /
50 | O=S(=O)(Cc1ccccc1)c1cnc2ccccc2n1 | 7.1* | -19 | 81[fluorescence artefact?] | -9 | 92 | 93 | 0.1 | 6 | 89*
51 | COC(=O)Cn1nc(-c2ccccc2)n(-c2ccccc2)c1=S | 93 | / | 119 | / | 93 | 88 | 0.9 | -8 | 10
52 | CC1CCCN(C(=O)CSc2nnc3n(C4CCCC4)c(=O)c4ccccc4n23)C1 (stereo not drawn) | 67 | 7 | 97 | 2 | 99 | 76 | 0.8 | 4[fluorescence artefact?] | 21
53 | CCOc1ccc(N(C(C)C(=O)NC2CCCCCC2)S(C)(=O)=O)cc1 (stereo not drawn) | / | -6 | / | 0 | / | / | 0.8 | / | 18
54 | Cc1cnn(-c2cc(N/N=C/c3ccc(F)cc3)ncn2)c1 | / | 12 | / | -1 | / | / | 1 | / | 2
55 | COc1ccc(Cl)cc1NC(=O)CN1C(=O)CCS(=O)(=O)c2ccccc21 | 29* | / | 116 | / | 101 | 101 | / | 0 | /
56 | C/C(Cn1cnc([N+](=O)[O-])n1)=N\NC(=O)c1ccc(F)cc1 | 92 | / | 107 | / | 111 | 106 | / | -6 | /
57 | COc1ccc(C2=NN3C(=O)c4c(ccc(OC)c4OC)C3C2)cc1 (stereo not drawn) | / | -6 | / | -2 | / | / | 0.6 | / | 39
58 | COc1ccc2nc(SCC(=O)Nc3ccc(S(=O)(=O)N4CCCC4)cc3)c(C#N)cc2c1 | 6.0* | -5 | 509*[fluorescence artefact?] | 42 | 100 | 91 | 0.8 | 19[fluorescence artefact?] | 22
59 | CN(CC(=O)N1CCN(c2ccc(F)cc2)CC1)S(=O)(=O)c1ccc(F)cc1 | 92 | -16 | 97 | -2 | 103 | 97 | 0.8 | -4 | 18

Screening data (PubChem BioAssay)
